Bioassay records (PubChem BioAssay)
Pol beta inh – DNA polymerase beta (human) inhibition. Pol beta primer extension/strand displacement, fluorescence kinetic. Potency, µM (titrated, usually from 114 µM), for the others: top-dose activity change, negative = inhibition, usual class: inhibitors. 340,000 compounds, 1.3% hits; note: potency is the fitted concentration of half-maximal effect; % is set by controls: 0 for no effect and ±100 for the full control effect
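Kinetic readout of DNA synthesis with strand displacement by Pol beta. Compound and 10 nM enzyme sit 15 min at room temperature; 50 nM substrate starts the reaction, read immediately and at 10 min.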
Pol kappa inh – DNA polymerase kappa (human) inhibition. Potency, µM (top dose mostly 107 µM), for the others: top-dose activity, negative = inhibition, actives largely listed as inhibitors. purified Pol kappa, fluorescent DNA synthesis assay, 10 min. Q9UBT6. 400,000 compounds, 0.53% hits. AID 588579; note: potency is the fitted concentration of half-maximal effect; % is set by controls: 0 for no effect and ±100 for the full control effect
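Readout: fluorescence, taken kinetically at 0 and 10 min. Conditions: 10 nM Pol kappa, 15 min RT compound preincubation, 50 nM substrate final. Controls: enzyme-free buffer wells.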
APEX1 inh – APE1 (human) endonuclease inhibition; P27695; recombinant APE1, TAMRA/BHQ-2 abasic DNA cleavage fluorescence; Potency, µM (series often up to 65.8 µM), inactives show at the top dose activity change, negative = inhibition, most hits filed as inhibitors; 350,000 compounds, 0.35% hits;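 note: potency is the fitted concentration of half-maximal effect; plate controls were vehicle for no effect and reference inhibitor for full effect; nearly all actives have a fitted effect of over 55% in size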
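Substrate: short duplex with […] THF abasic site, 5'-TAMRA and 3'-BHQ-2, 50 nM final. APE1 at 0.75 nM, preincubated 15 min RT with compound. Fluorescence increase from first to third read measured activity.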
GRP78 ERSR act – induces the endoplasmic reticulum stress response in human glioma cells; Potency, µM, inactives show at the highest dose activation, usual class: activators; 420,000 compounds, 0.02% hits; U87-MG GRP78 promoter luciferase reporter, 16 h; note: potency is the fitted concentration of half-maximal effect; series mostly up to about 76 µM; % of control where 0% means no effect; nearly all actives have a fitted effect of over 35% in size
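Stably transfected U87-MG human glioma cells carrying a GRP78-based luminescent sensor were seeded at 1000 cells/well, pin-dosed with compounds and incubated 16 h. Luciferase reagent was then added, and end-point luminescence was read after 10 min at room temperature.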
Pol eta inh – DNA polymerase eta (human) inhibition; AID 588591; 390,000 compounds, 1.2% hits; recombinant Pol eta, fluorescent DNA replication assay; Q9Y253; Potency, µM (highest dose often 114 µM), without a hit: at the top dose activity change, negative = inhibition, actives largely listed as inhibitors; note: potency is the fitted concentration of half-maximal effect; % is set by controls: 0 for no effect and ±100 for the full control effect
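Fluorescent replication assay: 50 nM final substrate added after a 15 min room-temperature compound preincubation with 10 nM enzyme. Signal taken at 0 min and again at 10 min.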
LDHA block – blocks human lactate dehydrogenase A | 480,000 compounds, 0.15% hits | activity change, % (values are at about 110 or 230 µM) | purified LDHA, NADH/diaphorase-resazurin fluorescence; stronger effect = lower value | P00338; in the data active = activity change below about -30%; inconclusive = mostly about -25% to -30%;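 note: plate controls were DMSO wells for no effect and wells without enzyme for full effect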
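LDH5 2 nM; NADH 0.06 mM, pyruvate 0.2 mM; 200 mM Tris pH 7.4, EDTA, Tween-20; 5 min RT. Detection: diaphorase 0.133 mg/mL + resazurin 37 µM, fluorescence ex540/em590 at 0 and 20 min; normalized to enzyme-free and DMSO wells.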
Pol iota inh – inhibitors of human DNA polymerase iota. Q9UNA4. Pol iota fluorescent replication assay, 10 min. Potency, µM (titrated, usually from 115 µM), without a hit: at the highest dose activity, negative = inhibition, hits mostly inhibitors. 390,000 compounds, 1% hits. AID 588590; note: potency is the fitted concentration of half-maximal effect
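Pol iota at 10 nM preincubated 15 min with compounds at room temperature; reaction started with fluorescent substrate, 50 nM final. Fluorescence read kinetically at 0 and 10 min; buffer-only wells as negative control.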
Anesthetic bind – candidate novel general anesthetic via apoferritin binding | apoferritin/1-aminoanthracene competitive binding, fluorescence | Potency, µM (series often up to 77.5 µM), inactives show at the highest dose activity change, negative = displacement, most hits filed as inhibitors | AID 485281 | 350,000 compounds, 0.074% hits | P02791; note: potency is the fitted concentration of half-maximal effect; % is set by controls: 0 for no effect and ±100 for the full control effect; nearly all actives have a fitted effect of over 20% in size
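Probe: 1-aminoanthracene (50% saturated, PBS). Protein: horse-spleen apoferritin, 10 uM. Incubation: 10 min, room temperature. Detection: 380 nm excitation, 535 nm emission. Analysis: normalized response, four-parameter Hill.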
BLM inh – blocks DNA unwinding by human BLM helicase; recombinant BLM DNA unwinding, fluorescence dequenching; Potency, µM (highest dose often 56.1 µM), for inactives: top-dose activity change, negative = inhibition, usual class: inhibitors; AID 2528; 350,000 compounds, 0.2% hits; P54132;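 note: potency is the fitted concentration of half-maximal effect; plate controls were vehicle for no effect and no enzyme for full effect; nearly all actives have a fitted effect of over 35% in size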
Target sequence (P54132 whole entry, looked up): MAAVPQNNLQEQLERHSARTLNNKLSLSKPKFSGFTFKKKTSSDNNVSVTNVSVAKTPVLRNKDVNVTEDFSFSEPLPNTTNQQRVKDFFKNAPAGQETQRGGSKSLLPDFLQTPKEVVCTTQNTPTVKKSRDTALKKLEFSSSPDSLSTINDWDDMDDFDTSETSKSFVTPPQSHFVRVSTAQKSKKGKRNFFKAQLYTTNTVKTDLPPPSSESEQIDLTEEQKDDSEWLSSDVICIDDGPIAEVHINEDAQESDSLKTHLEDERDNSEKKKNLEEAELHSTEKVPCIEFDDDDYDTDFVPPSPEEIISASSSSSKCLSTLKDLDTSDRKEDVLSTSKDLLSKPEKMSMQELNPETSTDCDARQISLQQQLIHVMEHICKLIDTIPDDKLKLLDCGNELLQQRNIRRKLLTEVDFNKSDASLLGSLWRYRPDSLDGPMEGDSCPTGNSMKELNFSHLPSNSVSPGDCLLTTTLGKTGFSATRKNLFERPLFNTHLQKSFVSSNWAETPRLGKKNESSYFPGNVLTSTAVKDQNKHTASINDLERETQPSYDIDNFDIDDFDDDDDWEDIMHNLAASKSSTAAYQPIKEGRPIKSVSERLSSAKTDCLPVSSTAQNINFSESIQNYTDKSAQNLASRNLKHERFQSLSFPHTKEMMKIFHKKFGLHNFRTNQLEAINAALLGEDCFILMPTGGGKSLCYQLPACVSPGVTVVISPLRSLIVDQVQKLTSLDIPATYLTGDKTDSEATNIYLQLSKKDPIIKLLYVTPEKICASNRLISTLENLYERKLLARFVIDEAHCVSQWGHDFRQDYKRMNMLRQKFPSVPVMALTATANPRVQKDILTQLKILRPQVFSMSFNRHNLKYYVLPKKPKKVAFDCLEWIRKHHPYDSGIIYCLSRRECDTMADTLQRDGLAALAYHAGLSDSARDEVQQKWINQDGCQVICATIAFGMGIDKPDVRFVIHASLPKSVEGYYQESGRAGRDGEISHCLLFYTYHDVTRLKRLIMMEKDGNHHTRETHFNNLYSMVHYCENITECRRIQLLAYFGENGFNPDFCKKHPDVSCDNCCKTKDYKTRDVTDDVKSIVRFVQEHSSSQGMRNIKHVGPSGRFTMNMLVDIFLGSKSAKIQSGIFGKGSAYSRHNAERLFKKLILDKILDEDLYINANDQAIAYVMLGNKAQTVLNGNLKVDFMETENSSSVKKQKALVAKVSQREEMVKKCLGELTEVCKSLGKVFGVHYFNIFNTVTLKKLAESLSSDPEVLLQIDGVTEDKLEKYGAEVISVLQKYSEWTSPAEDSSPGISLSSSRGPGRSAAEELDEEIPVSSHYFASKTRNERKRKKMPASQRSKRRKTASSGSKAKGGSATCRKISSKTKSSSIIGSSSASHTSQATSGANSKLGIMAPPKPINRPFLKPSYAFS
Active calls of the source: *; ? = inconclusive; nt = not tested or not shown; & = joins results of further samples; [ ] = dose if it differs, or a comment. Unless noted, calls come from the whole dose curve; as a rule, active = well fitted curve in the direction sought with a large enough effect; inconclusive = small, poorly fitted or top-dose-only effect, or another doubt; inactive = no such curve, though single readings can be large; an effect the other way counts as inactive or inconclusive. An excerpt; count on the stated rates, not on these rows.

Labels used below – A = Pol beta inh; B = Pol kappa inh; C = APEX1 inh; D = GRP78 ERSR act; E = Pol eta inh; F = LDHA block; G = Pol iota inh; H = Anesthetic bind; I = BLM inh
compound: CCOc1ccc(NC(=O)Cn2cc(C(=O)c3ccc(CC)cc3)c(=O)c3cc(OC)c(OC)cc32)cc1
  A: 16%	B: -2%	C: nt	D: 0%	E: -10%	F: 3	G: 51%[activator]	H: -20%	I: -20%
compound: CC(C)c1ccccc1NC(=O)c1ccco1
  A: 7%	B: -18%	C: 0%	D: -2%	E: -9%	F: 2	G: 11%	H: -20%	I: -5%
compound: Cc1cc(C)n(-c2ccc(C(=O)Nc3ccc(C)c(S(=O)(=O)N(C)C)c3)cc2)n1
  A: 4%	B: -10%	C: 20%	D: -4%	E: -20%	F: -4	G: 196%[activator]	H: -2%	I: -5%
compound: CCCn1c(/N=C/c2cc(OC)ccc2O)nc2ccccc21
  A: -10%	B: -8%	C: 5%	D: 2%	E: -10%	F: 5	G: 9%	H: -4%	I: -3%
compound: COc1ccc(NC(=O)CN2CCN(C(=O)c3ccco3)CC2)c(OC)c1
  A: 4%	B: -19%	C: 2%	D: 1%	E: -14%	F: -13	G: 11%	H: -8%	I: 0%
compound: C/C(=N\NC(=O)CC#N)c1cc2ccccc2oc1=O
  A: 35%	B: 1%	C: 1%	D: -5%	E: -5%	F: 4	G: -11%	H: -2%	I: -3%
compound: CC(C)c1nc(SCC(=O)Nc2cccc(C(F)(F)F)c2)c2c(=O)n(C)c(=O)n(C)c2n1
  A: 32%	B: -22%	C: 17%	D: 0%	E: -14%	F: 0	G: 42%[activator]	H: -1%	I: 6%
compound: COC(=O)[C@@H](Cc1c[nH]c2ccccc12)NC(=O)CCC(=O)c1ccc(F)cc1
  A: 20%	B: -11%	C: -3%	D: -3%	E: 3%	F: -5	G: 8%	H: -1%	I: -11%
compound: O=C(NCCCNC(=O)c1cncc(O)c1)c1cncc(O)c1
  A: 42%[activator]	B: -4%	C: 10%	D: -4%	E: 6%	F: -7	G: 32%[activator]	H: 1%	I: -6%
compound: Cc1ccc(C(=O)OCC(=O)Nc2ccc3c(c2)OCO3)o1
  A: -16%	B: -12%	C: -1%	D: -1%	E: -5%	F: 4	G: 0%	H: 6%	I: -2%
compound: O=C(COc1cc(Cl)c(Cl)cc1Cl)Nc1ccncc1
  A: 5%	B: -12%	C: 8%	D: -4%	E: -16%	F: 0	G: 5%	H: 5%	I: 3%
compound: COc1ccc(OC)c(/C(C)=N/Nc2ccc(C(=O)O)cc2)c1
  A: ?	B: -1%	C: 28µM*	D: -4%	E: -19%	F: 0	G: 5%	H: 0%	I: -4%
compound: O=C(C1CCC(CNS(=O)(=O)c2cccc3nsnc23)CC1)N1CC=C(c2ccccc2)CC1 (stereo unspecified)
  A: 2%	B: 4%	C: ?	D: 0%	E: -9%	F: -1	G: ?	H: ?	I: 2%
compound: OCCCN1c2ccccc2Nc2nnc(-c3ccccc3)cc21
  A: -9%	B: -2%	C: -5%	D: 2%	E: 0%	F: -8	G: 1%	H: -20%	I: -2%
compound: Cc1ccsc1C1CC(=O)Nc2ccccc2S1 (stereo unspecified)
  A: 0%	B: 1%	C: 5%	D: 0%	E: -21%	F: -7	G: -9%	H: -12%	I: -1%

Given as labelled records: part of the list above.
O=C(NCCCNC(=O)c1cncc(O)c1)c1cncc(O)c1
  Pol beta inh = 42%[activator] | Pol kappa inh = -4% | APEX1 inh = 10% | GRP78 ERSR act = -4% | Pol eta inh = 6% | LDHA block = -7 | Pol iota inh = 32%[activator] | Anesthetic bind = 1% | BLM inh = -6%
Cc1ccc(C(=O)OCC(=O)Nc2ccc3c(c2)OCO3)o1
  Pol beta inh = -16% | Pol kappa inh = -12% | APEX1 inh = -1% | GRP78 ERSR act = -1% | Pol eta inh = -5% | LDHA block = 4 | Pol iota inh = 0% | Anesthetic bind = 6% | BLM inh = -2%
O=C(COc1cc(Cl)c(Cl)cc1Cl)Nc1ccncc1
  Pol beta inh = 5% | Pol kappa inh = -12% | APEX1 inh = 8% | GRP78 ERSR act = -4% | Pol eta inh = -16% | LDHA block = 0 | Pol iota inh = 5% | Anesthetic bind = 5% | BLM inh = 3%

Following part:
Labels used below – A = Pol beta inh; B = Pol kappa inh; C = APEX1 inh; D = GRP78 ERSR act; E = Pol eta inh; F = LDHA block; G = Pol iota inh; H = Anesthetic bind; I = BLM inh
compound: COc1ccc(CN(C)C[C@H]2Oc3c(NC(=O)Nc4ccccc4)cccc3C(=O)N([C@H](C)CO)C[C@@H]2C)cc1
  A: nt	B: -6%	C: 6%	D: -3%	E: -29%	F: -5	G: 18%	H: nt	I: nt
compound: CCC(C)(C)n1nnnc1CN1CCC(c2nc3ccc(C)cc3[nH]2)CC1
  A: -17%	B: -8%	C: -1%	D: 0%	E: -3%	F: -3	G: 2%	H: -12%	I: 1%
compound: CCn1ncc(C2=NOC(C(=O)N3CCC(C(N)=O)CC3)C2)c1C (stereo unspecified)
  A: 12%	B: -3%	C: 0%	D: -2%	E: -11%	F: -12	G: 9%	H: -14%	I: -4%
compound: CCOC(=O)c1c(C)n(CC(O)c2ccccc2)c2ccc(O)cc12 (stereo unspecified)
  A: -1%	B: 5%	C: -4%	D: -6%	E: 0%	F: 2	G: 5%	H: ?	I: -18%
compound: CCOC(=O)Cc1cc(=O)[nH]c(Nc2nc3ccccc3o2)n1
  A: 14%	B: -3%	C: -5%	D: 4%	E: 4%	F: 3	G: ?	H: -18%	I: 1%
compound: Cn1nc(C(=O)N2CCN(c3ccc(Cl)cc3)CC2)c2c1-c1ccccc1S(=O)(=O)C2
  A: 23%&13%	B: -3%&5%	C: -10%	D: -3%&-2%	E: 2%&-29%	F: -4&1	G: -5%&41%	H: -8%&-3%	I: -6%&0%
compound: Cc1cccc(C(=O)NNC(=O)CN2C(=O)c3ccccc3C2=O)c1
  A: -9%	B: -2%	C: 0%	D: -7%	E: -10%	F: -9	G: 63%[activator]	H: 2%	I: 4%
compound: CC1(C)CC(=O)C2=C(C1)NC1=C(C(=O)c3ccccc31)C2c1ccc(O)cc1 (stereo unspecified)
  A: 6%	B: -6%	C: 13%	D: -4%	E: -19%	F: -3	G: 9%	H: ?	I: -11%
compound: COc1ccccc1CCN1C(=S)NC(C)(C)CC1(C)O (stereo unspecified)
  A: ?	B: -16%	C: 1%	D: 2%	E: -11%	F: -7	G: 0%	H: ?	I: -1%
compound: O=C(Nc1ccc(Cl)cc1)NC1CCCCC1Cc1ccco1 (stereo unspecified)
  A: 12%	B: -2%	C: -4%	D: -7%	E: -15%	F: -1	G: ?	H: -9%	I: -11%
compound: Cc1cc(Cl)ccc1OCC(=O)NNC(=O)c1cccnc1
  A: 63%	B: -1%	C: -8%	D: 3%	E: -4%	F: -7	G: 14%	H: -8%	I: -1%
compound: O=C1NC(C(=O)O)=CC(c2ccc([N+](=O)[O-])cc2)N1 (stereo unspecified)
  A: 25%	B: -6%	C: 10%	D: -5%	E: -11%	F: 14	G: 3%	H: -15%	I: -3%
compound: Cc1cccc(N2CCN(S(=O)(=O)c3cc(Br)cc4c3N(C(=O)C3CC3)CC4)CC2C)c1 (stereo unspecified)
  A: -5%	B: 4%	C: nt	D: 0%	E: -8%	F: -22	G: 6%	H: -11%	I: -7%
compound: COc1cc(OC)c(C2Oc3nc(SC)nnc3-c3ccccc3N2C(C)=O)cc1OC (stereo unspecified)
  A: -2%	B: 0%	C: 0%	D: -6%	E: -5%	F: -3	G: -9%	H: -20%	I: 1%
compound: Cc1ccccc1N(CC(=O)NC1CCCCC1)C(=O)c1csnn1
  A: 0%	B: 7%	C: 7%	D: -3%	E: 7%	F: -5	G: 12%	H: -2%	I: -2%

Next records
Every second line gives: Pol beta inh, Pol kappa inh, APEX1 inh, GRP78 ERSR act, Pol eta inh, LDHA block, Pol iota inh, Anesthetic bind, BLM inh
CCn1nc(C(=O)N2CCc3ccccc3C2)c2ccccc2c1=O
 : 19%, -7%, -5%, -4%, ?, 2&1, 8%, -10%, -2%
NC(=O)C1(NC(=O)[C@@H]2CC3(CC(c4cccc(NC(=O)[C@@H]5CCC(=O)N5)c4)=NO3)CN2C(=O)Cc2ccc(Cl)cc2)CC1 (stereo partly specified)
 : 33%, 3%, 5%, 4%, -8%, 1, 21%, -7%, 0%
Cc1cccn2c(=O)c(C=Nc3c(C)n(C)n(-c4ccccc4)c3=O)c(N3CCCC3)nc12
 : 6%, nt, 10%, nt, nt, nt, nt, -20%, -6%
O=C(CN1CCN(c2ccccn2)CC1)NCc1cccs1
 : 10%, 2%, 2%, -7%, -1%, -5, -18%, 1%, -2%
C/[N+]([O-])=C/c1c(OCc2ccccc2)ccc2ccccc12
 : 6%, -13%, 20%, 4%, 1%, -4, -31%, -2%, -2%
COc1ccc(C2(CNC(=O)c3cccs3)CCOCC2)cc1
 : -2%, 15%, -8%, 1%, -1%, 0, 32%[activator], -3%, -11%
O=C(c1ccc2c(c1)OCO2)N1CCC2(CC1)Oc1ccc(F)cc1C(=O)C21CC(c2cccnc2)=NO1 (stereo unspecified)
 : -2%, 8%, -1%, -1%, -10%, 9, 6%, -22%, -4%
Cc1c(N)c(C(C)(C)C)cc(C(C)(C)C)c1[N+](=O)[O-]
 : 0%, -15%, 4%, -12%, ?, 4, -25%, -11%, -8%
O=C(NCc1ccccc1Cl)C1CCCN(C(=O)c2cnn(-c3ccccc3)c2-n2cccc2)C1 (stereo unspecified)
 : 2%, -21%, nt, -1%, -17%, -8, 21%, -2%, -7%
O=S(=O)(c1ccccc1)c1nc(-c2ccccc2F)oc1N1CCOCC1
 : -1%, -23%, nt, -2%, -6%, -2, 27%, -2%, -5%
